# M1 antagonist: blocks the rat M1 muscarinic receptor response to acetylcholine; P08482; CHO-M1 cells, Fluo-4 calcium, ACh EC80 antagonist mode; hits give low values; B-score at 10 µM; 64,000 tested, 3.4% active;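 active = calcium fluorescence response, raw or row-and-column corrected B-score, differing from the plate sample mean either way at a set confidence level, mostly lower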
# Jurkat tox 60K: cytotoxic compounds reducing Jurkat cell viability. 56,000 tested, 1.2% active. AID 463. Jurkat E6.1 viability, ATP luminescence, 48 h. inhibition, % at 4 µM;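 active = inhibition above the mean inhibition of all tested compounds plus 3 SD, cut at about 28% in these data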
# HTR1E agonist: activates the human 5-HT1E serotonin receptor; CHO 5-HT1E Ga15 NFAT-bla reporter, FRET; 0% DMSO wells, 100% control agonist wells; 65,000 tested, 0.69% active; AID 574; activation, % at 6 µM; P28566;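 active = activation above a set limit, the screen-wide mean activation plus 3 SD, cut at about 8.5% in these data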;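 also: 100% = positive control agonist at 1 µM giving full maximal response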
# 5HT1a ag: activates the human 5-HT1a serotonin receptor. P08908. activation, % at 10 µM. CHO 5-HT1a Ga15 NFAT-bla reporter, FRET ratio; 0% basal, 100% maximal reference agonist. 65,000 tested, 0.56% active. AID 567;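 active = activation above the screen-wide mean activation plus 3 SD, cut at about 19% in these data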;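 also: 0% = DMSO wells and 100% = 5-CT at EC100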
# Target sequence (P08908 whole entry, looked up): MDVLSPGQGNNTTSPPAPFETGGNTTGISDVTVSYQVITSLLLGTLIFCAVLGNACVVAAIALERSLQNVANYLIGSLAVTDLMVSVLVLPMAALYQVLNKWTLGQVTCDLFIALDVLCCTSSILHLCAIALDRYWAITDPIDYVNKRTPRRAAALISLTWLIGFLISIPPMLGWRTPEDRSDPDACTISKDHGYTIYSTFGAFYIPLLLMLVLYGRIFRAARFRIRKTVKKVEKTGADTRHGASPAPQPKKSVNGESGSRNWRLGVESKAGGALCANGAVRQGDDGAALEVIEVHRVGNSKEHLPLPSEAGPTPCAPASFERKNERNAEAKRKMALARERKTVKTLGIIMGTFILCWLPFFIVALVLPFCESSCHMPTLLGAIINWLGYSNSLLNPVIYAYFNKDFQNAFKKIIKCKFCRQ
# 5HT1E antag: antagonists of human 5-HT1E serotonin receptor. P28566. CHO 5-HT1E Ga15 NFAT-bla reporter, FRET, antagonist. inhibition, % at 6 µM. 65,000 tested, 0.99% active;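 active = inhibition above a set limit, the mean inhibition across every tested compound plus 3 SD, cut at about 29% in these data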;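 also: signal is the 460 over 535 nm emission ratio of beta-lactamase substrate; 0% = agonist plus DMSO wells and 100% = wells without agonist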
# S1P1 ag pot: agonists and agonism potentiators of human S1P1 receptor. S1P1 CRE-bla cells, forskolin, beta-lactamase FRET, potentiator mode; S1P1 agonist co-added at EC20, 2 nM; 100% = saturating reference agonist, 0% = basal. 56,000 tested, 0.57% active. P21453. activation, % at 9.5 µM;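 active = activation above a cutoff set at the mean activation of all tested compounds plus 3 SD, cut at about 54% in these data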;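 also: forskolin at 4 µM as EC80 and the EC20 agonist is SEW2871; 100% = SEW2871 at its EC100 plus forskolin at EC80; some compounds past the cut are filed as inactive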
# Target sequence (P21453 whole entry, looked up): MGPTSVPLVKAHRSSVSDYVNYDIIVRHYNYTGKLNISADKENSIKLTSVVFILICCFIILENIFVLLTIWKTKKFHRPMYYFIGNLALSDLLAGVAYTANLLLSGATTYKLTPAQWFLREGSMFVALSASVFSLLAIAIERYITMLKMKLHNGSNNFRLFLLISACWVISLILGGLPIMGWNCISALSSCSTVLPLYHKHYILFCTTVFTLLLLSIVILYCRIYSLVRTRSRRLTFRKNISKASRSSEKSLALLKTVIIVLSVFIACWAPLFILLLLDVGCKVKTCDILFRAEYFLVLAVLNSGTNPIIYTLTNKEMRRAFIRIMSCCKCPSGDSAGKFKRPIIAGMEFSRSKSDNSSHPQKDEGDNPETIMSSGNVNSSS
# S1P3 agonist: agonists of human S1P3 receptor; Q99500; S1P3 NFAT-BLA reporter cells, agonism, FRET ratio; relative to 1 µM S1P, basal subtracted; activation, % at 4.5 µM; 60,000 tested, 0.1% active; AID 373;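 active = activation above the screen-wide mean plus 3 SD, cut at about 4.5% in these data, passing the limit was not always enough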; also: some compounds called inactive have numbers as strong as hits
#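 material = human S1P3 NFAT-BLA reporter CHO cells | schedule = 4 h compound at 37 °C, 2 h substrate at RT | measured by = fluorescent BLA substrate, ex 405 nm, em 460/535 nm ratio | controls = 1 µM S1P reference | replication = primary once, confirmation triplicate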
# 5-HT1A blocker: 5-HT1a (human) receptor antagonism. P08908. 62,000 tested, 0.68% active. CHO 5-HT1a Ga15 NFAT-bla reporter, antagonist mode. inhibition, % at 10 µM;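 active = inhibition above the mean of all tested compounds plus 3 SD, cut at about 43% in these data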;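 also: receptor stimulated by 5-CT agonist at 100 nM near EC80; beta-lactamase reporter measured by ratiometric fluorescence of a cleavable substrate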
# M1 agonist: M1 muscarinic receptor agonism. 64,000 tested, 3% active. B-score at 10 µM. AID 626. CHO-M1 cells, Fluo-4 calcium fluorescence, agonist mode; hits give high values;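 active = fluorescence rise, raw or as B-score row- and column-corrected plate score, outside the 99.7% band of its plate's samples, either direction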
# Active calls of the source: *; x = no result given.
SMILES,M1 antagonist,Jurkat tox 60K,HTR1E agonist,5HT1a ag,5HT1E antag,S1P1 ag pot,S1P3 agonist,5-HT1A blocker,M1 agonist
COCCCn1c(C2CCCCC2)nc2oc3cc(OC)ccc3c(=O)c2c1=O,0.35,-2,0.8,4.1,1,35,1.2,-16,-1.6
CCOc1ccc2[nH]c(=O)c(CN(CC3CCCN3CC)C(=O)NCc3ccccc3)cc2c1 (configuration not stated),-0.062,-3,0.3,-0.6,9,8,-0.6,14,-0.01
N#Cc1ccccc1CSc1nc(N2CCCCC2)nc(N2CCCCC2)n1,1.6,3,1.8,0.7,-4,-7,-0.7,-5,7.4*
COc1ccc(-c2onc(C)c2-c2ccccc2)c(O)c1,-0.083,x,-0.3,0.7,2,23,-4.0,x,-0.35
CS(=O)(=O)N(Cc1ccc(F)cc1)Cc1nc2ccccc2c(=O)[nH]1,0.81,-1,0.5,1.6,-1,8,-1.0,-4,0.39
c1ccn2c(SCc3cn4ccsc4n3)nnc2c1,-0.025,-10,-0.5,-1.6,-5,15,-0.1,-5,-0.11
CCC(=O)Nc1nonc1-c1nc2ccccc2n1CC(C)C,0.95,2,-0.7,-1.0,17,9,0.3,-5,1
O=C(Cn1ncc2c(=O)oc3ccccc3c21)NCC1COc2ccccc2O1 (configuration not stated),-0.83,4,0.9,-2.7,11,8,-1.0,0,-1.1
Cc1cccc(N2C(=O)C3C4C=CC(C4)C3C2=O)c1 (configuration not stated),-0.43,-5,-0.5,-1.5,1,-15,0.6,-15,-0.6
N#CC1=C(N)Oc2n[nH]c(-c3ccc(F)cc3)c2C1c1cccnc1 (configuration not stated),-0.66,x,0.2,0.0,-7,x,x,1,0.02
CCOC(=O)c1cc2sccc2n1CC(=O)N1CCN(C(=O)c2ccco2)CC1,-0.043,5,-0.8,-2.4,0,5,-0.5,14,0.49
O=C(CCCC(=O)N1CCCc2ccccc21)N1CCCc2ccccc21,-0.42,x,-0.6,0.0,0,x,x,9,1.2
O=C(NCCN1C(=O)CCC1=O)c1ccncc1,-0.045,-6,0.6,-0.3,-9,-3,0.5,-5,-0.35
Clc1ccc(CSC2=NCCCN2)cc1Cl,-4*,13,0.4,-2.4,13,10,-1.2,24,0.1
CCOC(=O)CSC1=C(C#N)C(c2ccc(F)cc2)C(C(C)=O)=C(C)N1 (configuration not stated),0.22,1,0.9,-1.8,9,-11,-0.8,-27,-0.97
COC(=O)/C=c1\sc2n(c1=O)C(C)=CC(C)(C)N=2,0.39,6,-1.1,-0.5,-1,11,-1.5,-10,5.6*
CCOC(=O)CSC1=C(C#N)C(c2ccc(C)s2)CC(=O)N1 (configuration not stated),0.32,86*,0.4,-1.9,14,-2,-0.4,11,-0.16
Cc1ccc(-c2nn3nnnc3c3ccccc23)cc1,0.28,0,0.1,-0.5,-5,-23,-0.3,-12,-0.15
COc1ccc2[nH]c(=O)c(CN(C(=O)C3CCCO3)c3cccc(C)c3)cc2c1 (configuration not stated),0.82,0,-0.6,-1.4,4,-14,0.6,-2,-1.1
Cn1c(=O)c2c(-c3ccccc3)n(N3CCOCC3)cc2n(C)c1=O,0.83,-8,0.1,0.0,12,-9,0.9,-2,0.99
O=C(NC1CCCC1)C(NS(=O)(=O)c1cccc2nsnc12)c1ccccc1 (configuration not stated),-0.78,-4,0.0,-2.5,-4,6,0.8,-13,1.2
COc1ccc(-c2noc(CN(C)S(=O)(=O)c3ccccc3)n2)cc1OC,-0.36,2,-0.4,-1.5,5,-4,-0.7,-7,-0.51
CN(C)S(=O)(=O)c1cc(C(=O)NCCCn2ccc3ccccc32)ccc1Cl,-0.65,-6,0.1,-0.2,1,1,-0.5,6,-0.47
COc1ccc(N2C(=O)CC(Sc3ncn[nH]3)C2=O)c(OC)c1 (configuration not stated),-0.17,4,0.5,2.8,18,105,-0.1,39,-0.021
CC(C)C(C)(C#N)NC(=O)CSc1nnc(-c2ccncc2)n1Cc1ccccc1 (configuration not stated),0.026,3,-0.1,1.1,5,4,-0.8,-8,0.5

# Part of the list above in order of heavy-atom count, rising:
SMILES,M1 antagonist,Jurkat tox 60K,HTR1E agonist,5HT1a ag,5HT1E antag,S1P1 ag pot,S1P3 agonist,5-HT1A blocker,M1 agonist
Clc1ccc(CSC2=NCCCN2)cc1Cl,-4*,13,0.4,-2.4,13,10,-1.2,24,0.1
Cn1c(=O)c2c(-c3ccccc3)n(N3CCOCC3)cc2n(C)c1=O,0.83,-8,0.1,0.0,12,-9,0.9,-2,0.99
O=C(NC1CCCC1)C(NS(=O)(=O)c1cccc2nsnc12)c1ccccc1 (configuration not stated),-0.78,-4,0.0,-2.5,-4,6,0.8,-13,1.2
CCOc1ccc2[nH]c(=O)c(CN(CC3CCCN3CC)C(=O)NCc3ccccc3)cc2c1 (configuration not stated),-0.062,-3,0.3,-0.6,9,8,-0.6,14,-0.01

# More results follow:
SMILES,M1 antagonist,Jurkat tox 60K,HTR1E agonist,5HT1a ag,5HT1E antag,S1P1 ag pot,S1P3 agonist,5-HT1A blocker,M1 agonist
O=C(Nc1ccc2oc(-c3ccccc3)nc2c1)c1cccnc1,-1.6,-3,0.3,-1.5,7,-24,-0.4,-9,0.027
O=C(Nc1cccnc1)c1c(F)c(F)c(F)c(F)c1F,0.047,-1,0.5,1.4,3,x,-0.4,-10,0.36
Cn1cccc1C(=O)NC(=O)COC(=O)c1ccccc1O,0.39,8,0.0,-2.7,-7,-9,-0.7,-10,-0.65
O=S(=O)(c1cccs1)N1CCN(Cc2nc3ccccc3s2)CC1,-0.095,-5,-0.1,-3.3,-3,1,0.3,15,0.18
CCCc1cc(C(=O)N2CCN(C(c3ccccc3)c3ccccc3)CC2)no1,-0.19,-4,-0.5,-0.4,5,66,-1.0,7,0.17
Cc1csc(NC(=O)Nc2cccc(Cl)c2)n1,0.08,2,0.3,-0.6,-10,23,-0.1,27,1.6
COC(=O)Cn1cc(C(=O)c2cccs2)c2ccccc21,-0.17,2,1.0,-2.8,-1,5,23,12,-0.3
CCOC(=O)NC(Nc1ccc(S(N)(=O)=O)cc1)(C(=O)OCC)C(F)(F)F (configuration not stated),0.59,1,-0.6,1.6,11,10,-1.4,14,-0.07
COc1cccc(CNC(=O)CN(c2cc(C)cc(C)c2)S(=O)(=O)c2c(C)noc2C)c1,-0.045,2,0.4,-0.1,7,-14,-1.8,-2,-0.74
O=C(Nc1ccccn1)c1cccc(S(=O)(=O)N2CCOCC2)c1,-0.056,3,-0.3,-2.5,-3,-17,-0.5,1,0.15
CN1C(=O)CSc2ccc(NC(=O)N3CCOCC3)cc21,-0.4,x,0.0,-0.9,-9,x,x,-14,0.3
COc1ccc2c(=O)c(C(=O)NCCc3ccc(OC)c(OC)c3)c[nH]c2c1,-0.92,7,-0.5,-0.6,0,-59,0.4,-23,4.9*
COc1ccc(-c2ccc(-c3noc(C)n3)c(OC)n2)cc1,0.31,4,-0.9,0.6,-7,-11,-1.2,-5,0.35
COC(=O)CSc1nnc(C2COc3ccccc3O2)n1-c1ccccc1 (configuration not stated),-0.43,-1,0.1,0.5,-1,14,0.3,-5,-0.16
CCn1c(SCC(=O)Nc2ccccc2N2CCOCC2)nnc1-c1ccccc1,0.69,-4,0.7,1.9,-3,5,0.5,4,0.018
Cc1cc(=O)oc(C)c1C(=O)NCCNC(=O)c1c(C)cc(=O)oc1C,0.32,x,39*,-0.9,-11,-14,-2.9,x,0.65
CNC(=O)c1nnn(Cc2ccccc2)c1NC(=O)C(F)(F)F,0.37,-2,0.3,-2.9,3,6,-1.3,-10,-1.5
c1ccc(-c2oc3ncnc(NCCCN4CCOCC4)c3c2-c2ccccc2)cc1,-1.5,8,1.4,6.7,16,-1,-0.9,10,2.9
Cc1cc(C)n(CCOc2nonc2N)n1,0.37,4,-0.9,8.5,-1,4,0.6,-14,-0.27
COCCOc1ccc(C(F)(F)F)cc1Nc1nc2ccccc2o1,0.045,-1,0.5,-1.9,-1,13,-1.8,-4,0.57
COCCCn1c(SCC(=O)n2c(C)c(C)c3ccccc32)nnc1-c1ccoc1C,0.64,-5,-1.1,-1.0,2,4,-0.8,8,0.51
CCOc1ccc(S(=O)(=O)n2nnc3ccccc32)cc1C,-0.38,-10,0.0,-1.4,0,-20,0.6,-1,-0.99
Cc1ccc2nc(NC(=O)CCNS(=O)(=O)c3cccs3)sc2c1,-0.76,x,-4.3,-0.7,11,x,x,-15,0.99
O=C(CCC1COc2ccccc2O1)Nc1cccnc1 (configuration not stated),-0.027,-2,0.2,-0.1,-13,x,-0.7,2,0.13
COCc1nnc(SCC(=O)Nc2cccc(Cl)c2C)n1-c1ccccc1,-1.1,-6,-0.3,0.3,-9,-19,0.5,-5,0.63

# Further results follow.
SMILES,M1 antagonist,Jurkat tox 60K,HTR1E agonist,5HT1a ag,5HT1E antag,S1P1 ag pot,S1P3 agonist,5-HT1A blocker,M1 agonist
COc1ccccc1N1CCN(CCCNC(=O)Nc2ccccc2)CC1,0.18,8,0.8,4.4,1,-6,-0.5,21,0.29
COc1ccc(NC(=O)c2c(NC(=O)CNCc3ccco3)sc3c2CCC3)cc1,-0.2,0,-0.1,2.4,-24,-45,-0.4,-3,-0.57
CN(C)/C=N/c1cnc(C(=O)c2ccc(Cl)cc2)n1C,-0.072,-2,0.5,-0.7,-8,-5,0.6,4,0.28
Cc1[nH]c2ccccc2c1C(=O)CN1CCSCC1,0.71,8,0.1,2.1,0,-8,-1.9,8,0.24
NC(=O)C1(N2CCCCC2)CCN(CC(=O)Nc2ccc(Oc3ccccc3)cc2)CC1,-0.36,4,-0.4,1.4,-3,12,-0.6,0,-0.97
COCCCN1C(=O)C(=O)/C(=C(/O)c2ccc(C)cc2)C1c1ccccc1 (configuration not stated),-0.58,-6,-0.8,-1.1,1,10,-0.7,0,0.4
Cc1nnc(SCC(N)=O)n1CC1CCCO1 (configuration not stated),-0.99,-4,0.5,-2.1,3,-9,-0.8,3,-0.0043
O=C(Cc1c(C(=O)O)[nH]c2ccccc12)NCCN1CCN(c2ccccc2F)CC1,-0.063,x,0.3,-0.3,-12,x,x,-13,0.3
CC1(C)C2CCC(C2)C1(C)NC(=O)CN1CCOCC1 (configuration not stated),-1.1,-5,-1.2,-0.2,4,-16,-0.2,2,0.41
COc1ccc(C(=O)N2CCN(c3nnnn3-c3ccccc3)CC2)cc1OC,0.072,2,0.8,-0.6,-1,3,0.2,-11,-0.2
O=C(O)CCCC(=O)Nc1c(F)c(F)c(F)c(F)c1F,-0.33,-3,-0.4,1.0,2,x,-0.9,-2,0.31
Cc1nc2ccccn2c1C(=O)c1ccccc1,-0.13,-5,0.4,0.2,4,-10,-0.5,-9,0.42
O=C(Nc1ccc(N2CCOCC2)c(Cl)c1)c1ccc(Br)o1,-2.5*,-1,-0.9,0.9,15,43,-0.2,-4,11*
Cn1c(N2CCOCC2)nc2c1c(=O)n(Cc1ccc(Cl)c(Cl)c1)c(=O)n2C,-0.27,x,0.1,2.7,3,-24,-1.6,x,0.73
Cc1cc(C)cc(N(C(=O)C2CCCC2)C2C=CS(=O)(=O)C2)c1 (configuration not stated),-0.16,-4,-0.2,-2.2,4,8,1.2,0,-0.013
COc1ccc(-c2cc(C(=O)Nc3cc(OC)c(OC)c(OC)c3)no2)cc1OC,-0.013,-6,-0.6,-1.7,1,-7,-1.5,16,-0.51
COCC(=O)N(C)c1nnc(-c2ccccn2)s1,0.29,-2,0.9,-0.1,-7,-12,0.1,-24,-0.25
CCCCCCOc1ccc(N2C(=O)CC(N3CCC(C(=O)OCC)CC3)C2=O)cc1 (configuration not stated),0.04,2,0.1,-2.6,-18,3,-1.2,0,1

# Screens: PubChem BioAssay, several laboratories
